# PAFAH1B2 inh: PAFAH1B2 enzyme inhibitors, primary screen, biochemical, fluorescence polarization, human. recombinant PAFAH1B2, FP-rhodamine activity probe. inhibition, % at 3.39 µM. Platelet-activating factor acetylhydrolase IB subunit alpha2 (Homo sapiens), P68402. 340,000 compounds, 1.2% hits;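 active = inhibition above the mean of all tested compounds plus 3 SD, cut at about 24% in these data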;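 note: 0% = enzyme with DMSO and 100% = wells lacking PAFAH1B2; many of its hits are not listed in these tables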
# Target sequence (P68402 whole entry, looked up): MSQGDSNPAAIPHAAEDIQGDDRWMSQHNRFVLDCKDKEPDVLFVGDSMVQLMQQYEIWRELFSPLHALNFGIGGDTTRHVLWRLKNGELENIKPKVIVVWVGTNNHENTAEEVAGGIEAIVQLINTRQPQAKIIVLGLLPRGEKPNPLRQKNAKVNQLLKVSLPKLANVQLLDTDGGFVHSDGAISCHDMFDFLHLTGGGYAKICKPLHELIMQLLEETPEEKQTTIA
# LYPLA2 counter: LYPLA2 inhibitors, primary screen, counter-screen for PME1 inhibitor project, biochemical, fluorescence polarization, FP-Rh probe ABPP; Acyl-protein thioesterase 2 (Homo sapiens), O95372; recombinant LYPLA2; inhibition, % at 5.9 µM; 320,000 compounds, 0.38% hits; AID 2177, 2009;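 active = inhibition above the screen-wide mean plus 3 SD, limit set per campaign, cut at about 26% in these data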;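 note: 0% = LYPLA2 with DMSO and 100% = wells lacking LYPLA2 enzyme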
# PME-1 inh: PME-1 inhibitors via competitive probe labeling, primary screen, biochemical, fluorescence polarization, FP-Rh probe, HTS | 320,000 compounds, 0.53% hits | AID 2130, 2009 | recombinant PME-1 | inhibition, % at 5.9 µM | Protein phosphatase methylesterase 1 (Homo sapiens), Q9Y570;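 active = inhibition above the campaign mean of all compounds plus 3 SD, cut at about 26% in these data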;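 note: competitive labeling of PME-1 active site by serine hydrolase directed probe; 0% = PME-1 with DMSO and 100% = wells lacking PME-1 enzyme; inhibitors block probe labeling so polarization falls and inhibition rises; many of its hits are not listed in these tables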
# PAFAH1B3 FP inh: PAFAH1B3 enzyme inhibitors, primary screen, biochemical, fluorescence polarization, human | Platelet-activating factor acetylhydrolase IB subunit alpha1 (Homo sapiens), Q15102 | recombinant PAFAH1B3, FP-rhodamine probe | inhibition, % at 3.39 µM | 340,000 compounds, 0.28% hits;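 active = inhibition above the screen-wide average of all tested compounds plus 3 SD, cut at about 25% in these data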;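 note: 0% = enzyme with DMSO only and 100% = wells lacking PAFAH1B3 protein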
# pPAFAH FP inh: pPAFAH enzyme inhibitors, primary screen, biochemical, fluorescence polarization, human | 330,000 compounds, 1.5% hits | inhibition, % at 3.39 µM | AID 463082, 2010 | recombinant pPAFAH, FP-rhodamine probe fluorescence polarization;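 active = inhibition above the mean inhibition across the screen plus 3 SD, cut at about 25% in these data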;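 note: inhibitors block binding of the rhodamine activity-based probe so polarization drops; 0% = enzyme with DMSO and 100% = wells lacking pPAFAH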
# Target sequence (Q13093 whole entry, looked up): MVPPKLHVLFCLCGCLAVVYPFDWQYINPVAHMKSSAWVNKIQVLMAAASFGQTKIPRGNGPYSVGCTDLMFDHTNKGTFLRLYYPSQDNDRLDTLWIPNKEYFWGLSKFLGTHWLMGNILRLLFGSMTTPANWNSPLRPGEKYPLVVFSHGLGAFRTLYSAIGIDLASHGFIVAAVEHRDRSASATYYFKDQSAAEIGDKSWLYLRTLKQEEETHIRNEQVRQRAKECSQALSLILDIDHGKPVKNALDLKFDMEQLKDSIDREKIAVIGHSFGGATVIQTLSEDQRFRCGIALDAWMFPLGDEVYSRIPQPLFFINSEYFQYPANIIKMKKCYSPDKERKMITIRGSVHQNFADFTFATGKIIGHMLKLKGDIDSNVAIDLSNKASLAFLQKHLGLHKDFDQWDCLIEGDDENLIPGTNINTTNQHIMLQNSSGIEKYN
# PREPL inhibitor: PREPL enzyme inhibitors, primary screen, biochemical, fluorescence polarization. Prolyl endopeptidase-like (Homo sapiens), Q4J6C6. recombinant PREPL, fluorescence polarization activity-based probe. inhibition, % at 5.96 µM. 320,000 compounds, 0.68% hits. AID 2751, 2010; in the data active = inhibition above about 43%;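 note: 0% = enzyme with DMSO and 100% = wells lacking enzyme; many of its hits are not listed in these tables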
# LYPLA1 inh: LYPLA1 inhibitors, primary screen, counter-screen for PME1 inhibitor project, biochemical, fluorescence polarization, FP-Rh probe ABPP; Acyl-protein thioesterase 1 (Homo sapiens), O75608; recombinant LYPLA1; inhibition, % at 5.9 µM; 320,000 compounds, 0.16% hits; AID 2174, 2009;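 active = inhibition above the mean of all tested compounds plus 3 SD, set per campaign, cut at about 14% in these data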;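 note: inhibitors block serine hydrolase probe labeling of LYPLA1 so polarization falls; 0% = enzyme with DMSO and 100% = wells lacking LYPLA1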
# PAD4 inh: human PAD4 inhibitors, primary screen, biochemical, fluorescence polarization, 1536-well format | Protein-arginine deiminase type-4 (Homo sapiens), Q9UM07 | recombinant PAD4, RCA probe fluorescence polarization | inhibition, % at 6.36 µM | 330,000 compounds, 0.41% hits | AID 485272, 2010;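 active = percent inhibition above a cutoff equal to the mean of all tested compounds plus 3 SD, cut at about 15% in these data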;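 note: 0% = PAD4 with RCA probe and DMSO and 100% = probe without PAD4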
# GSTO1 inh: inhibitors of recombinant GSTO1, primary screen, counter-screen for RBBP9 inhibitor project, biochemical, fluorescence polarization; Glutathione S-transferase omega-1 (Homo sapiens), P78417; activity-based probe fluorescence polarization; inhibition, % at 5.96 µM; 300,000 compounds, 1.1% hits;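 active = inhibition above the campaign mean inhibition plus 3 SD, cut at about 35% in these data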;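 note: 0% = GSTO1-1 with DMSO and 100% = wells lacking GSTO1-1 enzyme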
# Target sequence (P78417 whole entry, looked up): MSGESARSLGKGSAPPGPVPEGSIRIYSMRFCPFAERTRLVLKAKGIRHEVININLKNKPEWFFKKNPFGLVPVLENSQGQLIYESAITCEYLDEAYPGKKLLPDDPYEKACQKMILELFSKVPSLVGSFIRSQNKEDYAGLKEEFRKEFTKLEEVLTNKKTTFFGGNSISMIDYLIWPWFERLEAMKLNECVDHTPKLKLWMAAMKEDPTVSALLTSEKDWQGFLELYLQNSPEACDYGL
# Numbers without * were called inactive; · = not tested or not shown. This is a subset; the hit share may differ from the screen's.
# The line under a structure holds: PAFAH1B2 inh	LYPLA2 counter	PME-1 inh	PAFAH1B3 FP inh	pPAFAH FP inh	PREPL inhibitor	LYPLA1 inh	PAD4 inh	GSTO1 inh
COc1ccc(-c2csc(Nc3cccnc3)n2)cc1OC
  4	12	-5	11	10	13	-1	-5	4
CCCNc1nc2ccccc2n2c(C)nnc12
  -2	-2	-6	-3	7	-4	0	-5	3
Cc1cccc2c1N(C(=O)CN1C(=O)c3ccccc3C1=O)C(C)(C)c1ssc(=S)c1-2
  -2	0	8	0	4	14	0	27*	5
O=c1oc(-c2cccs2)nc2sc3c(c12)CCCCC3
  10	4	5	13	-6	9	-1	-1	0
Cn1c(=O)cc(Nc2ccccc2)[nH]c1=O
  -2	2	-1	1	-2	8	0	1	12
O=C(NC(=S)NCC1CCCO1)C(c1ccccc1)c1ccccc1 (configuration not stated)
  2	4	-2	8	0	-1	0	-3	1
Cc1nnc(NC(=O)c2ccc(S(=O)(=O)N3CCCCC3C)cc2)o1 (configuration not stated)
  5	-3	-1	6	-2	-2	-4	-9	2
CS(=O)(=O)NNC(=O)c1csc(Cc2c(Cl)sc3ccc(Cl)cc23)n1
  3	-2	5	-8	6	-4	5	0	-8
CCOC(=O)N1CCN(Cc2nc(N)nc(Nc3ccc(C)cc3)n2)CC1
  6	-3	2	4	0	-7	-2	0	0
O=C(Nc1ccc(OC(F)(F)F)cc1)c1cnccn1
  2	-1	5	14	-2	-3	-2	3	6
CCOc1ccc(OCC)c(NC(=O)C2COc3ccccc3O2)c1 (configuration not stated)
  2	4	3	11	10	8	-2	-6	5
COc1cc(-n2c(=O)c3ccccc3n(CC(=O)c3ccccc3)c2=O)cc(OC)c1OC
  -3	-1	-3	4	4	4	-4	0	6
COc1ccc(C2CC(c3ccc(Br)cc3)=NN2C(=O)CSC2=NN3CCCC(=O)N=C3S2)cc1 (configuration not stated)
  6	-6	-1	0	-1	-1	-1	5	0
Cc1cccc(C(=O)NNC(=O)c2cccc([N+](=O)[O-])c2)c1
  4	-5	-1	6	0	2	1	-2	-3
Cc1cc2nc3n(c2cc1C)CC1CC(C(=O)NCc2ccccc2)N(C)C31 (configuration not stated)
  4	3	1	13	2	3	3	-1	0
Cc1ccc(-n2nc(C)c3c(C)c(CCC(=O)NCc4ccco4)c(C)nc32)cc1
  -4	-7	-5	-10	-7	6	-4	3	4
CCOC(=O)C1CCCN(C(=O)c2ccc(C)c(NC(=O)C3=C(C)OCCS3)c2)C1 (configuration not stated)
  -1	13	-3	-1	8	-4	3	2	35
O=C(Oc1ccc(F)cc1)c1cccnc1
  5	2	-7	1	-6	4	0	5	-1
CCCSc1cc(NCCOC(=O)CCC)c([N+](=O)[O-])c2nonc12
  4	-9	-1	6	2	8	-3	4	13
COCCN(CC(=O)Nc1cccc(C)c1)S(=O)(=O)c1ccc(S(=O)(=O)N2CCCC2)cc1
  3	0	2	-1	6	8	-4	-2	1
C/C(CC(=O)Nc1ccc2c(c1)OCCO2)=N\NC(=O)c1ccc([N+](=O)[O-])cc1Cl
  3	-9	-4	2	0	4	-5	-8	4
Cn1c(=O)c2c(nc(SCC(=O)O)n2Cc2cccc(C(F)(F)F)c2)n(C)c1=O
  2	-3	1	9	5	-4	1	-1	4
COC(=O)c1sc(NC(=S)NC(=O)c2ccccc2C)nc1C
  3	0	-4	8	5	-5	-1	-4	-5
CCCn1c(SCC(=O)Nc2cc(C)on2)nc2c1c(=O)n(C)c(=O)n2C
  9	0	5	1	8	11	-2	-3	-6
Cc1ccc(CN2CCC(N3CCC(C(=O)NCC4CCCO4)CC3)CC2)o1 (configuration not stated)
  3	1	2	10	1	1	5	-5	0
Cc1c(C(=O)N2CCN(c3ccccn3)CC2)sc2ncnc(N3CCN(c4ccccc4)CC3)c12
  7	4	2	3	0	44*	2	-3	-4
O=C(NCCOc1ccccc1)c1ccccc1SCC(=O)N1CCCC1
  -3	-8	4	-2	5	5	-1	0	·
CCOC(=O)c1[nH]cnc1C(=O)Nc1ccccc1OC
  -1	8	4	6	4	-5	4	-4	8
N#Cc1ccc(C(=O)NCC2CCCCC2)cc1
  5	-5	-6	2	2	-2	2	-2	0
O=C(c1cc(F)ccc1F)C1CCCN(C(=O)CCN2CCCCO2)C1 (configuration not stated)
  -2	0	-1	7	-2	4	0	-3	-6

# The line under a structure holds: PAFAH1B2 inh	LYPLA2 counter	PME-1 inh	PAFAH1B3 FP inh	pPAFAH FP inh	PREPL inhibitor	LYPLA1 inh	PAD4 inh	GSTO1 inh
COc1cccc(NC(=O)CN(C)C(=O)c2ccc(N3CCCCC3)c([N+](=O)[O-])c2)c1
  4	0	12	9	-2	12	0	0	·
CC(C)Cc1nnc(NC(=O)CN2C(=O)NC3(CC(C)CC(C)(C)C3)C2=O)s1 (configuration not stated)
  13	6	-1	4	2	3	-2	-5	8
CCCCOC(=O)Nc1cc(Cl)ccc1C
  6	-2	-5	-1	-8	6	-3	3	-3
CN(C)S(=O)(=O)N1CCC(Oc2cccc(C(=O)NCCCC3CCCC3)c2)CC1
  3	0	6	8	3	7	0	0	-3
O=C(COC(=O)/C=C/c1cccs1)NC1CCCCC1
  -2	-4	-6	3	13	1	-3	-5	8
O=C(N/N=C/c1cn(-c2ccccc2)nc1-c1cc2ccccc2o1)c1ccccc1Br
  -2	-67	-58	0	-9	-21	-39	-5	-1
COc1ccc2cc(-c3nc4ccccc4n3C)c(=O)oc2c1
  3	0	4	5	6	8	0	-1	5
CCCc1nc2ccccc2c(=O)n1NC(=O)c1c(O)c2ccccc2[nH]c1=O
  6	-2	-4	6	-2	0	-4	1	5
CC1CCN(c2c(NCc3ccc(C(=O)NCc4cccnc4)cc3)c(=O)c2=O)CC1
  2	4	-3	10	-6	-10	4	4	0
O=C(COc1cccc(NC(=O)c2ccco2)c1)c1ccccc1
  -4	3	1	0	0	-14	0	-1	-1
COc1cc(C(=O)Nc2ccc3oc(-c4cccnc4)nc3c2)cc(OC)c1OC
  0	3	2	0	4	-3	-2	5	2
O=S(=O)(/N=C(\Sc1ccc(Cl)cc1)c1ccccc1)c1ccccc1
  -2	4	4	9	8	6	2	-1	-5
Cc1cc(C(=O)Nc2cccnc2Cl)on1
  3	2	-2	8	3	7	-3	-1	7
Cc1ccc2c(CC(=O)OC(C)C(=O)NCc3ccc4c(c3)OCO4)coc2c1 (configuration not stated)
  12	2	0	1	8	-1	-1	-4	4
O=C(Cc1cccc(C(F)(F)F)c1)NCc1cccc(Cl)c1
  0	4	8	-10	3	-1	5	2	12
CC(C)(C)N(NC(=O)Nc1ccc(F)cc1)C(=O)c1ccccc1
  4	0	13	7	-3	0	-1	3	-4
CC(C)NS(=O)(=O)c1ccc(OCC(=O)Nc2ccc3c(c2)OCO3)c(Cl)c1
  0	6	2	3	4	-4	-3	-3	-3
COC(=O)[C@@]12CCCN1[C@H](c1ccc(-c3ccc(OC)cc3)c(OC)c1)[C@@H]1C(=O)N(C)C(=O)[C@@H]12
  7	-3	-1	-7	5	-1	0	-6	-2
CCN(C(=O)COC(=O)c1cc(C)oc1C)c1c(N)n(Cc2ccccc2)c(=O)[nH]c1=O
  1	5	-1	1	-1	-1	0	4	·
COc1ccc(Nc2ccncc2[N+](=O)[O-])cc1
  0	12	2	11	1	6	3	-1	7
CC(=O)Nc1ccc(C(=O)OCC(=O)/C(C#N)=C(\C)N)cc1
  3	7	-1	7	6	15	-4	6	14
COc1ccc(CN2CCN(C(=O)C3CCC(CNS(=O)(=O)c4ccccc4)CC3)CC2)c(OC)c1OC (configuration not stated)
  -5	13	6	8	8	11	-1	-3	-2
O=C1c2[nH]nc(-c3ccccc3O)c2C(c2ccc(F)cc2)N1CC1CCCO1 (configuration not stated)
  -1	-1	1	-3	-5	8	-4	-4	-1
CCOC(=O)c1c(-c2ccc(F)cc2)csc1NC(=O)CN1C(=O)NC2(CCCCC2C)C1=O (configuration not stated)
  -3	-5	-4	10	2	24	-11	4	8
O=C(CSc1ccccn1)N1CCN(c2cccc(Cl)c2)CC1
  5	2	-3	5	6	7	2	-1	-5
COCCn1c(=O)[nH]c2cc(C(=O)Nc3cc(OC)c(OC)c(OC)c3)ccc2c1=O
  1	-2	3	19	5	-9	0	2	-5
N/C(=N\OC(=O)c1cccc(F)c1)c1ccccn1
  7	6	-7	6	0	-5	1	-2	-5
COC(=O)c1cc(Br)c(=O)n(-c2cccc(F)c2)c1
  -1	-7	-2	1	3	5	-1	1	7
CCN(/C=N/c1sc2c(c1C#N)CCCCC2)CC
  6	4	2	-1	8	11	-1	2	8
O=c1c(O)c(-c2ccc3c(c2)OCO3)oc2ccccc12
  3	0	-1	1	7	-15	0	-5	-4

# The line under a structure holds: PAFAH1B2 inh	LYPLA2 counter	PME-1 inh	PAFAH1B3 FP inh	pPAFAH FP inh	PREPL inhibitor	LYPLA1 inh	PAD4 inh	GSTO1 inh
COc1ccc(Cl)c(S(=O)(=O)N2CCCC2)c1
  2	0	3	-1	3	7	-2	-14	0
O=c1cc(-c2ccccc2)c2cc(Cl)c(O)c(CN3CCOCC3)c2o1
  7	-3	4	-2	3	14	-1	3	-4
CSc1ccc(OC2CCN(Cc3ccccc3)CC2)cc1
  -5	-5	0	6	8	1	-4	-5	-1
O=C(CCCN1C(=O)/C(=C/c2ccccc2Cl)SC1=S)NNC(=O)c1ccc(Cl)cc1
  0	-2	-6	-1	-4	-15	0	-7	-7
Cc1c(C(=O)Nc2cc(S(=O)(=O)N3CCOCC3)ccc2N2CCOCC2)oc2ccccc12
  4	-2	-5	-3	7	-6	1	2	-11
Cc1cc(NC(=O)c2ccc(COc3ccccc3Cl)o2)no1
  5	4	3	-1	-2	14	-2	-5	-6
CC(C)c1cccc(C(C)C)c1NC(=O)CN1C(=O)NC2(CCCC2)C1=O
  0	-1	3	4	-1	-4	-5	3	5
COc1cccc(-c2nc(CS(=O)(=O)CC(=O)NCCCN3CCc4ccccc4C3)c(C)o2)c1
  0	7	-2	0	3	12	-1	-6	7
CC12CCC(C(=O)NNc3ccccc3)(C(=O)C1=O)C2(C)C (configuration not stated)
  4	-2	2	4	1	-4	3	-2	-7
CCCCNc1nc(N(C)c2ccccc2)nc(-n2ccnc2)n1
  4	-7	3	0	8	2	-2	3	-3
O=C(NC(=S)NNS(=O)(=O)c1ccccc1)c1ccc([N+](=O)[O-])cc1
  8	3	-1	6	-3	-1	-2	-1	7
Cc1cc(NS(=O)(=O)c2ccc(NC(=O)Nc3ccccc3)cc2)no1
  2	5	-7	-3	8	-11	-1	-4	-4
Nc1cccc(NC(=O)c2cccs2)c1
  0	3	3	4	0	3	1	-6	8

# Source: PubChem BioAssay
